High-throughput results from PubChem BioAssay.
NOD1 NF-kB reporter: NOD1 signaling inhibitors, primary screen, cell-based, luminescence, uHTS (AID 1578) | NOD1-driven NF-kB luciferase reporter cells, luminescence; higher % means a stronger effect | inhibition, % at 4 µM; hits with a dose series show EC50 in µM | hit rate 1% among 290,000; in the data active = inhibition mostly above about 36%, no sharp cut-off; inactive = mostly below about 34%;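 also: HEK-293T reporter cells stimulated with the NOD1 agonist gamma-tri-DAP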
P. falciparum M17LAP: P. falciparum M17LAP inhibitors, primary screen, biochemical, fluorogenic H-Leu-NHMec substrate, 1536-well (AID 1619); hit rate 0.38% among 220,000; inhibition, % at 30 µM; hits with a dose series show IC50 in µM; recombinant M17LAP, H-Leu-NHMec fluorogenic kinetic assay; higher % means a stronger effect;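 active = compound inhibiting the enzyme by more than half at any dose during confirmatory dose-response retesting; inconclusive = strong single-dose inhibitors picked by rank but not retested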;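 also: plate controls were full reaction with DMSO carrier for no effect and no enzyme background for full effect; strong numbers were not always called active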
Autophagy HCS: autophagy modulation, high-content screen. MEF GFP-LC3 puncta imaging; test concentration mostly 10 µM. calls only at 10 µM (by protocol). hit rate 0.98% among 190,000;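 active = percentage of spot-positive cells more than 3 SD above its plate mean, without a fluorescence outlier flag or 80% toxicity; inconclusive = no clear call, values can overlap the other calls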;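 also: spot-positive cell cutoff set from DMSO-treated cells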
Yfh1-depleted yeast: mitochondrial function rescue without frataxin homolog – Friedreich's ataxia, plus single-dose screen, dose response (AID 1465) | fold induction at 50 µM; hits with a dose series show EC50 in µM | hit rate 0.074% among 220,000 | S. cerevisiae Yfh1-off respiration, WST-1 reduction, 72 h; higher fold induction means a stronger effect;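 active = fold induction of absorbance versus untreated yeast above a set limit, then at least 30% activation at any dose in follow-up; inconclusive = repeats straddling the limit, or above it without dose testing; inactive = fold induction below the set limit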;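 also: activators that raise dye reduction in frataxin-depleted yeast; strong numbers were not always called active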
Dynein cargo inh: blocks dynein driven cargo transport along microtubules. 3617.4 mouse cells, GR-EGFP nuclear translocation imaging; test concentration mostly 20 µM; stimulated with dexamethasone, 1 µM; hits give low values. z-score, hits read low. hit rate 0.47% among 220,000;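 active = plate z-score of nuclear minus cytoplasmic receptor signal below a set negative limit, without overly bright fluorescence or cell loss, cut at about -3.5 in these data, passing the limit was not always enough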;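 also: z-score of nuclear minus cytoplasmic ring GR-EGFP intensity difference per well; some compounds called inactive have numbers as strong as hits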
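Buffer or medium: tet-free medium with charcoal-stripped serum / Also added: dexamethasone agonist, 1.0 µM final, for 30 min / Timing: induction 48 h, compound 1 h, agonist 30 min / Measured by: high-content fluorescence imaging after fixation / Read-out: nuclear-to-cytoplasmic GR-EGFP distribution per well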
MT stabilizer: microtubule stabilization, imaging screen | hit rate 0.83% among 200,000 | % tubulin-high responders, % at 10 µM | AID 2205 | HeLa tubulin immunostaining HCS, 24 h; share of cells brighter than vehicle mean+2SD;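 active = plate Z-score above 3 for both tubulin-high and condensed-nucleus cell shares, with cell loss under 80%, at 10 µM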;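 also: anti alpha tubulin signal scored within the nucleus-defined area of each cell; some results filed as inactive read as strong as hits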
Ins promoter up: MIN6 insulin promoter up-regulation; MIN6 insulin promoter-GFP reporter, high-content imaging; hits give high values; z-score at 5 µM; hit rate 0.3% among 190,000;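 active = z-score above 3 at 5 µM with at least 500 cells counted in the well; inconclusive = wells under 500 cells, flagged as cytotoxic or low count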
bCat nuc transl: beta-catenin nuclear translocation modulation. hit rate 0.3% among 190,000. nuclear translocation activity, % at 5 µM. HeLa beta-catenin nuclear translocation, immunofluorescence imaging. AID 1665;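 active = nuclear translocation activity above 50% at 5 µM, with a well cell count of 50 or more; inconclusive = wells under 50 cells across six images, flagged as toxic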;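 also: per-cell ratio of nuclear to cytoplasmic median beta-catenin stain intensity; plate controls were DMSO negative control for no effect and GSK-3 inhibitor IX positive control for full effect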
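Test system: human HeLa cells, native beta-catenin. Compound dosing: 5 µM primary single dose, 0.1% DMSO, 0.02–20 µM confirmation series. Incubation: compound exposure 24 h at 37°C. Detection: beta-catenin immunostaining with DAPI counterstain, 20x imaging, 6 fields/well. Read-out basis: Nuclear/cytoplasmic beta-catenin signal ratio, % activation.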
NOD2 inhibition: inhibition of NOD2-driven NF-kB reporter – cell-based, luminescence, uHTS, HEK293 (AID 1566); HEK293 NOD2/NF-kB luciferase reporter, luminescence; higher % means a stronger effect; one-dose inhibition, % at 4 µM; EC50 in µM for titrated hits; hit rate 0.63% among 290,000; in the data active = inhibition above about 50%; also: many of its hits are not listed in these tables
Dynein cargo inh cytoplasmic EGFP: recorded beside Dynein cargo inh, whose call it bears; z-score; measured here: cytoplasmic GR-EGFP intensity; hits give high values
Dynein cargo inh nuclear GR-EGFP: also measured in Dynein cargo inh; calls as there; z-score; measured here: nuclear GR-EGFP intensity;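 lower value marks the stronger effect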
Dynein cargo inh cell count: second read-out of Dynein cargo inh, no call of its own (marks repeat the call); z-score; measured here: cell count per field
Ins promoter up cell count: further read-out of Ins promoter up, marked with its call; cell count; measured here: cytotoxicity, nuclei count;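 total cells summed across four imaged fields per well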
bCat nuc transl cell count 5 µM: further read-out of bCat nuc transl, marked with its call; cell count; measured here: cell count, cytotoxicity flag
MT stabilizer Hoechst-high %: also measured in MT stabilizer; calls as there; % Hoechst-high responders; measured here: nuclear condensation Hoechst responders;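 share of cells brighter than vehicle mean plus two SD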
MT stabilizer cytotoxicity %: second read-out of MT stabilizer, no call of its own (marks repeat the call); toxicity, %; measured here: cytotoxicity by cell density;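 0% = mean cell density of plate MIN control wells and 100% = no cells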
Autophagy HCS cell loss 18 h: further read-out of Autophagy HCS, marked with its call; toxicity, %; measured here: cell loss, nuclei count;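 cell loss after 18 h compound exposure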
Numbers without * were called inactive; i = inactive; ? = inconclusive; . = no result given. Only part of the results is shown, so the mix of outcomes need not match the whole.

Value order – MT stabilizer Hoechst-high %, bCat nuc transl cell count 5 µM, Dynein cargo inh cytoplasmic EGFP, Yfh1-depleted yeast, NOD1 NF-kB reporter, Dynein cargo inh, Ins promoter up, Ins promoter up cell count, Autophagy HCS, MT stabilizer, Dynein cargo inh cell count, bCat nuc transl, Dynein cargo inh nuclear GR-EGFP, P. falciparum M17LAP, MT stabilizer cytotoxicity %, Autophagy HCS cell loss 18 h, NOD2 inhibition
COc1cc(/C=C(\NC(C)=O)C(=O)Nc2ccc(NC(C)=O)cc2)ccc1OC(C)=O
→ 3.5, 547, -0.3, i, -17%, -0.2, -0.2, 1470, i, 3.2, 0.28, -2.5, -0.47, 23%, 4.9, 5, 6%
Cc1cc(C)nc(N(C#N)Cc2cccc([N+](=O)[O-])c2)n1
→ 1.7, 968, -0.001, i, -45%, 0.19, -0.21, 1592, i, 2.7, 0.38, -2.9, 0.14, 4%, 4.5, 20, 15%
COc1cc(OC)c(C2C(C#N)=C(N)OC3=C2C(=O)CC(C)C3)cc1OC (stereo not given)
→ 2.0, 961, -0.22, i, 17%, 1.3, 0.1, 1093, i, 2.3, -1, -0.1, 0.81, 7%, 12, -14, 10%
COCCCN(C(=S)Nc1c(C)cc(C)cc1C)C(C)c1ccncc1 (stereo not given)
→ 3.0, 909, -0.29, i, -6%, -0.57, ., ., i, 2.6, 0.88, -1.4, -0.53, 5%, 7.5, -10, 13%
NNc1nc(-c2ccccc2)cc(-c2ccccc2)n1
→ 1.6, 1555, -0.35, i, -6%, -0.9, 0.41, 1534, i, 2.2, 1.2, -0.4, -0.69, -5%, 7.8, -10, -2%
O=C(NCCc1cccc(Cl)c1)c1cccnc1
→ 2.1, ., -0.12, i, 2%, -0.66, 1.2, 1173, i, 4.0, 0.47, ., -0.49, 16%, 3.3, 24, -26%
FCCCOc1ccc(-c2nccc(-c3ccc(Br)cc3)n2)cc1
→ 1.7, 952, -0.19, i, -16%, -0.33, -0.43, 1625, i, 0.4, 0.88, 4.2, -0.68, 19%, 7.7, 3, 16%
CCN(CC)C(=O)CSc1nc2[nH]ncc2c(=O)[nH]1
→ 1.3, 1109, -0.29, i, -40%, -0.37, -0.13, 1324, i, 4.1, -0.095, -2.4, -0.075, -2%, 8.6, 18, 3%
COc1ccc2[nH]c(=O)c(CN(CCCN(C)C)C(=O)Nc3ccccc3)cc2c1
→ 2.4, 1116, -0.14, i, 0%, 0.087, 0.41, 1249, i, 3.1, -1, 1.0, 0.56, 18%, 14, 22, 10%
O=C(C1CCN(S(=O)(=O)N2CCC3(CC2)OCCO3)CC1)N1CCc2ccccc2C1
→ 1.5, ., -0.26, ., -7%, 0.14, -0.38, 804, i, 1.7, 1.1, ., 0.15, 12%, 5.7, -5, 0%
CC1CCc2sc3nc(N4CCN(CCO)CC4)n4ncnc4c3c2C1 (stereo not given)
→ 2.2, 630, -0.13, i, -17%, 1.1, -1.1, 1296, i, 1.3, -0.059, 0.3, 0.71, 5%, 7.9, 5, 3%
CN1C(=O)N(c2cccc3ccccc23)C(n2cncn2)C1(C)C (stereo not given)
→ 1.1, 840, -0.16, i, -13%, -0.75, -0.31, 1161, i, 0.6, 0.57, -5.4, -0.44, -10%, 8.5, 6, -11%
O=C(CSc1ncn[nH]1)Nc1cc(S(=O)(=O)N2CCCC2)ccc1Cl
→ 2.9, 1135, -0.26, i, -11%, -0.16, -0.53, 1219, i, 7.8, 0.96, -3.6, 0.25, 5%, 10, 4, 10%
CCOc1cccc(/C=N/NC(=S)Nc2cc(S(=O)(=O)N3CCOCC3)ccc2N2CCOCC2)c1O
→ 0.7, 980, 0.02, i, -13%, 0.37, ?, ., i, 1.9, 1, -1.4, 0.37, -4%, 16, 0, -30%
NC(=O)NC1NC(=O)NC1=O (stereo not given)
→ ., 1329, 0.2, i, 7%, -0.38, -0.14, 1390, ., ., 0.78, 2.5, -0.2, -5%, ., ., 24%
O=C(COc1ccccc1C(=O)c1cnn(-c2ccccc2)c1)Nc1ccccc1
→ 3.7, 1150, -0.3, i, -25%, -0.41, -0.5, 1439, i, 3.1, 1.3, -1.6, -0.48, 4%, 3.4, -4, -44%
Cc1ccc(OCC(=O)Nc2cccc(S(=O)(=O)N3CCCCCC3)c2)c([N+](=O)[O-])n1
→ 3.3, 1069, -0.096, i, -25%, -0.27, 0.19, 1247, i, 1.5, -0.62, -0.3, 0.22, 3%, 9.2, -5, 14%
C/C(=N\NC(=O)c1cccc(Cl)c1)C1C(=O)c2ccccc2C1=O
→ 2.8, 501, -0.26, i, 52%, -0.89, 0.22, 1191, i, 3.3, 1.3, 2.5, -0.85, 22%, 1.4, 5, -15%
CCn1c(N2CCN(C(=O)C34CC5CC(CC(C5)C3)C4)CC2)nc2ccccc21
→ 4.9, 1044, -0.33, i, -16%, -0.87, -0.05, 1852, i, 5.0, 1.2, -1.2, -0.71, 0%, 7.0, 13, 12%
Cc1ccc(CNC(=O)CNS(=O)(=O)c2cccc3nsnc23)cc1
→ 1.7, 970, -0.22, i, -19%, -0.26, 0.63, 1353, i, 2.6, 0.58, -4.4, 0.021, -3%, 10, -5, 7%
COc1ccc(S(=O)(=O)N2CCCC2)cc1C(C)C
→ 2.6, 432, -0.29, i, -24%, -0.62, -0.35, 1389, i, 3.2, 0.32, 37, 0.055, 3%, 9.1, 11, -2%
S=C1NCCOCCOCCOCCOCCN1
→ 2.0, 1225, -0.22, i, 7%, -0.88, 0.01, 855, i, 3.3, 1.1, -3.2, -0.25, -4%, 1.1, 2, 0%
Nc1ccc(Br)cc1C(=O)O
→ 2.9, 1103, -0.04, i, 7%, -0.56, 0.29, 1259, i, 1.7, 0.83, -2.5, -0.51, 15%, 2.3, 8, 24%
COC(=O)c1cc(NC(=O)CSc2nnc(N)s2)ccc1Cl
→ 1.2, 1435, -0.27, i, -27%, -0.73, ., ., i, 2.2, 0.85, 0.1, -0.4, -8%, 7.2, -9, -14%
CCOc1ccc(NC(=O)CCNS(=O)(=O)c2ccc3c(c2)CCC(=O)N3)cc1
→ 2.6, 548, -0.26, i, -33%, -0.63, -0.26, 1263, i, 2.3, 0.18, -2.4, 0.48, 14%, 8.1, 20, 13%
COc1ccc(NC(=O)c2cc(Br)c(Br)s2)cn1
→ 1.0, 1136, -0.088, i, -36%, 0.0013, 0.51, 1265, i, 4.6, 1.3, -0.1, -0.12, 1%, 5.0, 39, -8%
CC(C)[C@H](NC(=O)c1ccccc1Cl)C(=O)NC1CCCCCC1
→ 2.0, 1148, 0.11, i, -21%, 0.56, -0.06, 1509, i, 1.9, -1, -2.9, 0.33, 0%, 6.7, -5, 13%
COc1ccccc1/C=C/C(=O)Nc1cccc(S(=O)(=O)NC2=NCCCCC2)c1
→ 2.9, 1130, 0.093, i, -22%, 0.92, -0.49, 1260, i, 3.1, -1.3, -3.8, 1.6, 4%, 5.4, -7, -14%
O=C(c1ccc2ccccc2c1)C1CCCN(S(=O)(=O)c2cccnc2)C1 (stereo not given)
→ 1.5, 1099, -0.31, i, -14%, -1.2, 0.02, 1400, i, 2.1, 0.84, -0.3, -0.51, 10%, 7.3, -14, 18%
O=C(NCc1ccccc1)c1ccc(Cl)cc1
→ ., 1307, -0.28, i, -2%, 0.48, 1.2, 965, ., ., 0.49, 0.2, 0.88, 15%, ., ., -4%
O=C(O)CCCC(=O)Nc1ccccc1Br
→ 2.8, 1141, -0.2, i, -27%, -0.47, 0.5, 815, i, 5.3, 0.62, 2.4, -0.035, -2%, 2.4, -18, -14%
O=C1Nc2ccccc2CCC1Sc1nnc(-c2ccc(Cl)cc2)s1 (stereo not given)
→ 1.7, 1306, -0.26, i, -23%, 0.34, -0.58, 748, i, 2.5, 0.19, -1.2, 0.15, -2%, 12, 2, -1%
COc1ccc(C(O)c2nc3ccccc3s2)cc1 (stereo not given)
→ 1.7, 1084, -0.071, i, -10%, -0.41, 0.11, 1283, i, 2.6, -0.036, 0.0, 0.22, 9%, 1.4, -7, -2%
Fc1ccc(/C=N/n2c(-c3cccs3)n[nH]c2=S)cc1
→ 1.6, 1042, -0.21, i, 1%, 0.54, 0.77, 1841, i, 0.8, -0.13, -1.1, -0.31, -1%, 1.6, 4, -11%
COc1cc2[nH]ccc(=O)c2cc1OC
→ 2.0, ., -0.085, i, -12%, -1, -0.05, 1200, i, 3.1, 0.5, ., -0.17, 8%, 2.6, 8, -15%
O=S(=O)(NCc1cccnc1)c1ccccc1
→ 1.4, 1162, -0.11, i, 6%, 0.11, 0.03, 1001, i, 0.9, 0.21, -3.2, -0.05, -1%, 2.6, 1, 16%
CC(OC(=O)Nc1cccc(Cl)c1)C(=O)O (stereo not given)
→ ., 1321, -0.71, i, 1%, -0.66, -0.3, 1095, ., ., -0.074, -1.5, -0.66, -4%, ., ., 16%
O=C(CN1CCCCC1)NNc1nc(-c2ccccc2)c2cc(Cl)ccc2n1
→ 3.3, 1290, -0.081, i, 3%, 0.46, 0.84, 1360, i, 3.0, 0.81, -0.6, -0.14, 3%, 7.3, 3, 14%
COc1ccccc1NC(=O)/C(=N/OCc1ccc(C#N)cc1)C(C)=O
→ 2.6, 1068, -0.34, i, -23%, 0.49, -0.22, 1284, i, 3.9, -0.42, -0.2, 0.32, 8%, 11, -2, -4%
O=C(COC(=O)c1cc[n+]([O-])cc1)Nc1ccc([N+](=O)[O-])cc1Cl
→ 1.6, 1134, -0.13, i, -5%, -0.35, -0.68, 1253, i, 3.2, 0.25, -4.9, 0.18, -6%, 6.4, -9, 5%
